Bioassay records (PubChem BioAssay)
APJ antag – antagonists of human apelin receptor APJ, primary screen, CHO-K1 cells, beta-arrestin complementation, luminescence. P35414. inhibition, % at 20 µM. 330,000 compounds, 0.32% hits. AID 2521, 2010;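 active means inhibition above about 40% at 20 µM, limit read from the data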;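 further: cells challenged with 10 nM apelin-13 agonist together with compound; plate controls were apelin-13 plus DMSO wells for no effect and DMSO wells lacking apelin-13 for full effect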
EBI2 antag – EBI2 receptor antagonists, beta-arrestin recruitment, primary screen, cell-based, luminescence, 7a,25-OHC stimulation, uHTS. 7a,25-OHC stimulated. inhibition, % at 5 µM. 360,000 compounds, 0.81% hits. AID 651636, 2012; in the data active means inhibition above about 38%;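 further: enzyme fragment complementation signal reports receptor beta-arrestin coupling in cells; 0% = agonist plus DMSO wells and 100% = wells without agonist; some results beyond the cut were filed as inactive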
CXCR6 inh – CXCR6 receptor inhibitors, primary screen, cell-based, beta-arrestin, luminescence, CHO-K1 PathHunter, 1536-well; C-X-C chemokine receptor type 6 (Homo sapiens), O00574; inhibition, % at 20 µM; 360,000 compounds, 0.36% hits; AID 602244, 2012; in the data active means inhibition above about 34%, passing the limit was not always enough;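 further: antagonist mode with CXCL16 agonist at 10 nM final; 0% = 10 nM CXCL16 with DMSO and 100% = unstimulated wells without agonist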
tim23-1 inh – growth inhibitors of tim23-1 mutant yeast, primary screen, luminescence, uHTS; S. cerevisiae tim23-1 growth, BacTiter-Glo luminescence, 24 h; inhibition, % at 20 µM; 330,000 compounds, 1.3% hits;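 active means growth inhibition of the mutant yeast at or above 50%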;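 further: temperature-sensitive mutant grown at 25 °C; plate controls were DMSO-treated mutant yeast for no effect and medium wells lacking yeast for full effect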
UPR CHOP act – activators of apoptotic CHOP UPR arm, primary screen, cell-based, CHO-CHOP luciferase reporter, luminescence, uHTS; UPR activation; percent of tunicamycin response over DMSO baseline; activation, % at 10 µM; 330,000 compounds, 0.34% hits;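 active means at 10 µM dose, activation of 40% or more, normalized to positive control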;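 further: 100% = tunicamycin at 10 µg/mL and 0% = DMSO alone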
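Evaluation: % reporter activation, DMSO baseline versus tunicamycin full activation; System: CHO-CHOP luciferase reporter cell line; Input: 500 cells/well; Incubation: 6 h compound treatment, 37 °C; Measured by: Steady-Glo luciferase luminescence; Dosing: one dose, 10 µM in 0.5% DMSO; Buffer or medium: F12 medium, 10% FBS; Benchmarks: positive tunicamycin 10 µg/mL, negative DMSO alone.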
APJ agonist – agonists of human apelin receptor APJ, primary screen, CHO-K1 cells, PathHunter beta-arrestin, luminescence; P35414; 0% DMSO wells, 100% apelin; activation, % at 20 µM; 330,000 compounds, 0.11% hits; AID 2520, 2010;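 active means activation more than six SD over the plate average, tested at 20 µM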;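 further: 0% = DMSO alone and 100% = apelin-13 at 10 nM; some results filed as inactive read as strong as hits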
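Test system: CHO-K1 APJ beta-arrestin complementation cell line. Amount: cell density 1000 per well. Controls: DMSO negative, 10 nM Apelin-13 positive. Signal: luminescent beta-gal fragment complementation, chemiluminescent substrate. Read-out basis: agonist-driven arrestin binding to APJ. Timing: compound stimulation 90 min at 25 °C, detection 60 min.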
Mdm2 MdmX PPI – inhibitors of human Mdm2-MdmX association, primary screen, cell-based, luminescence, split luciferase, SaOS-2, uHTS; 330,000 compounds, 3% hits; SaOS-2 split-luciferase Mdm2/MdmX complementation; Protein Mdm4 (Homo sapiens) + E3 ubiquitin-protein ligase Mdm2 (Homo sapiens), …; inhibition, % at 8 µM;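 active means inhibition of at least 50% at 8 µM in the primary screen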
Target sequence (O15151 whole entry, looked up): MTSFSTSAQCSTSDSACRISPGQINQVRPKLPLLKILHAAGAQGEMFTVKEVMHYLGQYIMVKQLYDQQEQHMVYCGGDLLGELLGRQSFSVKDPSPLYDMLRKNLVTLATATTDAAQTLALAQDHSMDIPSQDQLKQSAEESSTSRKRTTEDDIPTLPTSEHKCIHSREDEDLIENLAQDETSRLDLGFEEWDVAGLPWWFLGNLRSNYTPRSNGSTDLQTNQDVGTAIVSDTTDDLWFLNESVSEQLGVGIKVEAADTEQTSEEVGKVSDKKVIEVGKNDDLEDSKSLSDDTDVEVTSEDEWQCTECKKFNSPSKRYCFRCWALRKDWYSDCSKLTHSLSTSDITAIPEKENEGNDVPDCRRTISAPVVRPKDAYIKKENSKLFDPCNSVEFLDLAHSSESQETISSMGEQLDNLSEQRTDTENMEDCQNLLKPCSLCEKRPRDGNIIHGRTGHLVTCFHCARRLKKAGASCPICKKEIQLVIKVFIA
Target sequence (Q00987 whole entry, looked up): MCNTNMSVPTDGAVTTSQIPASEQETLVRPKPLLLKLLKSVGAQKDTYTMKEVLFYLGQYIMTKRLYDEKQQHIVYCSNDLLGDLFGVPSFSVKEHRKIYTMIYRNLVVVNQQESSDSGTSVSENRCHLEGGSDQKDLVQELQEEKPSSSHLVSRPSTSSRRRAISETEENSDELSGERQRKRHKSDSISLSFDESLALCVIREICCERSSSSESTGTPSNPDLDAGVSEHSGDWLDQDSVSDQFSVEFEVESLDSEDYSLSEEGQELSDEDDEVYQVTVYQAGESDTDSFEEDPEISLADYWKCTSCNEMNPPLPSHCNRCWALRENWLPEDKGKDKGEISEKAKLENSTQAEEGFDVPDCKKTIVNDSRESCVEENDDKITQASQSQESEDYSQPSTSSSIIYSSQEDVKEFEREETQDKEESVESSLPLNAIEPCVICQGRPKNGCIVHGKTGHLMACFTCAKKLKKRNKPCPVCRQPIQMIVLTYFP
UPR XBP1 act – activators of adaptive XBP1 UPR arm, primary screen, cell-based, CHO-XBP1 luciferase reporter, luminescence, uHTS; 330,000 compounds, 0.33% hits; IRE1-XBP1 UPR activation; percent of tunicamycin response, DMSO as zero; activation, % at 20 µM;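 active means versus positive control, 20 µM dose yields 30% or more activation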;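 further: 100% = tunicamycin at 10 µg/mL and 0% = DMSO only wells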
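Material: CHO cell line with stable XBP1 luciferase reporter; schedule: 16-18 h cell attachment at 37 °C, then 6 h compound exposure; signal: glow luminescence from Steady-Glo reagent; medium: serum-containing F12 medium, 10% FBS; benchmarks: tunicamycin 10 µg/mL and vehicle-only wells; read-out: percent activation relative to tunicamycin reference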
CCR6 antag – CCR6 receptor antagonists, primary screen, cell-based, CHO-K1, luminescence, beta-arrestin, uHTS. C-C chemokine receptor type 6 (Homo sapiens), P51684. inhibition, % at 20 µM. CHO-K1 CCR6 PathHunter beta-arrestin, CCL20-stimulated. 340,000 compounds, 0.49% hits;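 active means compounds whose inhibition of the agonist-driven luminescence signal at 20 µM reaches about 50%, limit read from the data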;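 further: cells stimulated with CCL20 at 14 nM final; plate controls were DMSO with CCL20 for no effect and DMSO without agonist for full effect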
Starred values were filed as active, the others as inactive; nt = not tested or not shown.

SMILES	APJ antag	EBI2 antag	CXCR6 inh	tim23-1 inh	UPR CHOP act	APJ agonist	Mdm2 MdmX PPI	UPR XBP1 act	CCR6 antag
CCCn1nc(C(=O)OCC(=O)NC(C)c2ccccc2)c2ccccc2c1=O (stereo not given)	-7.4	-1.7	3.3	-4.8	1.2	-1.5	-17.8	-0.7	6.2
COc1cc(NC(=O)CN2CCN(S(=O)(=O)/C=C/c3ccccc3)CC2)cc(OC)c1OC	21.8	9.4	0.9	9.3	-0.3	-1.8	7.0	-4.4	-0.1
COc1ccccc1C(=O)Nc1ccc(S(=O)(=O)N2CCOCC2)cc1	3.6	2.2	3.7	30.5	0.9	-5.1	3.6	-0.2	-0.8
CC(C)(C)c1cc(NC(=O)Nc2ccccc2)no1	0.9	1.4	3.4	43.0	4.8	-0.8	-68.7	-3.9	0.8
Cc1csc(Sc2ccc([N+](=O)[O-])cc2C(=O)OCC(=O)NC2CCCC(C)C2C)n1 (stereo not given)	-9.2	8.2	6.3	9.5	-2.2	1.1	13.9	-1.8	-10.2
O=C(CNC(=O)c1cccc(F)c1)N/N=C/c1cccc([N+](=O)[O-])c1	-9.0	-1.8	-6.3	14.4	3.2	-3.0	24.7	-0.7	-1.7
CCCn1c(SCC(=O)N2CCCCC2)nc2c1c(=O)n(C)c(=O)n2C	20.2	-20.9	0.6	12.7	-1.5	1.2	-2.8	-3.0	4.8
C=CCONC(=O)Cc1ccccc1	nt	-9.0	7.1	16.0	0.6	nt	-12.1	0.5	10.7
Cc1cc(NC(=O)OC(C)C)ccc1-c1ccc(NC(=O)OC(C)C)cc1C	3.6	6.3	-0.3	6.2	0.6	0.0	-27.0	2.6	-6.1
N#C/C(=C/c1ccc([N+](=O)[O-])cc1)C(=O)Nc1ccccc1O	-78.5	19.8	-0.8	41.0	4.2	6.7	-7.6	2.1	29.3
Cn1ccc(/C=N/N=C2/NC(=O)CS2)n1	9.7	-6.2	-6.3	12.4	3.0	-2.9	-8.9	-0.6	-0.8
c1cc2c(cc1-c1[nH]ncc1CN1C[C@H]3CC[C@H]1C3)OCO2	27.6	-2.6	-4.4	9.5	-3.4	-2.6	14.7	-3.1	-15.6
COc1cc(C(C)=O)ccc1OCC(=O)NCCCn1nc(C)cc1C	1.2	-12.6	0.1	7.0	1.3	-2.3	-12.3	-3.3	-5.2
CCOC(=O)N1CCN(C(=O)C2CCCN(Cc3nc(-c4ccc(Cl)cc4)oc3C)C2)CC1 (stereo not given)	-35.1	2.1	-9.5	18.9	0.2	0.0	22.6	0.2	5.1
O=[N+]([O-])c1ccc(Cl)c(S(=O)(=O)Nc2cccc(S(=O)(=O)NC3=NCCC3)c2)c1	-5.8	-20.4	-4.9	7.1	-0.7	3.4	1.7	-3.6	-3.5
CCOc1ccc(OCCOC(=O)C2CCN(S(=O)(=O)c3ccc(C)c(C)c3)CC2)cc1	-62.1	16.2	8.3	4.4	1.2	8.1	21.3	-4.5	6.7
COc1ccc(C2=NN(CCC(=O)NCc3cccs3)C(=O)CC2)cc1	18.2	-11.7	10.3	5.8	0.7	-0.9	22.7	-0.6	6.0
COc1ccc(CNCC(O)(c2ccc(Cl)cc2)c2ccc(Cl)cc2)cc1	-1.4	0.7	-4.7	28.2	-3.8	-0.5	24.3	3.6	-0.6
O=C(Nc1ccc2nccnc2c1)Nc1ccccc1Cl	-15.6	11.3	1.5	-10.8	2.0	-2.2	21.2	6.3	-0.6
CC1(C)C(c2cccs2)=NC(c2ccccc2)N1O (stereo not given)	11.9	2.9	9.1	17.9	2.2	-4.5	-9.9	-1.8	12.5
C/C(=N\NC(=O)c1cc(C)[nH]n1)C(C)(C)C	6.9	-19.9	2.3	12.9	-3.2	-1.8	-3.4	-0.5	-6.7
COc1ccc(C(=O)CSc2ccccc2C(=O)O)cc1	12.3	0.7	0.0	0.2	0.5	-3.7	23.2	-3.9	-1.8
Cc1ccc(Nc2ccccc2)nn1	-10.8	11.9	6.4	4.4	1.0	-2.9	-3.4	2.1	5.8
COc1ccc(F)cc1CN1CCN(CC(=O)N2CCc3ccccc32)CC1	13.5	4.0	-5.3	-1.7	-0.6	0.7	18.5	0.8	0.9
CCn1c(C)nc2cc(C(=O)NN=Cc3ccccc3OC(F)F)ccc21	6.2	-51.6	1.6	-10.0	4.6	-0.9	8.5	0.3	8.5
O=C(NCC(c1ccco1)N1CCc2ccccc2C1)c1cccc(F)c1 (stereo not given)	-36.1	4.3	5.4	29.9	-0.8	0.5	11.4	-4.4	19.7
Cc1cc(C)nc(NS(=O)(=O)c2ccc(NC(=O)CCCN3C(=O)c4ccccc4C3=O)cc2)n1	-1.5	3.0	5.6	12.1	0.5	-3.5	-5.9	-4.8	3.0
CC(C)(C)c1ccc(/C=C2\Oc3cc(O)ccc3C2=O)cc1	2.7	-1.8	-6.5	21.1	5.6	-2.6	0.7	6.3	2.3
COc1cc(SC)ccc1C(=O)NCCc1ccccc1	1.4	1.3	5.3	30.1	4.2	-3.2	-92.2	-0.1	5.7
CC(C)CC(NC(N)=O)C(=O)Nc1ccc2c(c1)OCO2 (stereo not given)	-0.6	2.1	-7.3	-13.1	7.6	-0.1	-8.6	4.0	4.2
NCCCC[C@H]1CN=C(N)N1CCc1cccc2ccccc12	7.9	-4.1	-3.1	-8.9	0.6	4.9	-20.6	-0.2	2.8
CC1CCN(C(=O)CCc2nnc3ccc(NCc4ccco4)nn23)CC1	-6.2	-4.6	-0.1	-6.6	0.3	-1.9	22.2	-1.8	12.8
CCOC(=O)[C@@H]1[C@H]2COc3ccccc3[C@H]2N2C(=O)N(c3cccc(Cl)c3)C(=O)[C@@]12C	-84.3	5.2	1.4	30.4	0.9	6.6	-4.5	-4.0	-4.1
CCOC(=O)C1CCCN(C(=O)C2CCCN(S(=O)(=O)c3ccc4c(c3)oc(=O)n4C)C2)C1 (stereo not given)	-58.7	7.6	-5.4	-14.9	2.6	-1.4	-13.0	-2.2	-7.0
Cc1ccc(NC(=O)CSc2n[nH]c(-c3ccccn3)n2)cc1	6.6	-10.6	-4.9	20.8	1.1	-4.5	43.3	-0.4	26.7
O=C1CCCN1c1ccc(S(=O)(=O)N2CCC(c3ccccc3)CC2)cc1	14.3	11.4	-3.1	2.7	3.1	-1.6	10.6	2.8	-19.2
C=CCc1c(C)nc(-c2ccccc2)nc1N/N=C(\C)c1ccccc1	9.6	8.2	9.6	33.4	3.1	-8.8	-11.5	0.8	12.3
O=C(O/N=C1\CCS(=O)(=O)c2sccc21)c1c(F)cccc1F	2.2	-10.1	1.7	9.4	0.8	-2.6	4.0	2.9	16.0
O=C(CN(c1cccc(Cl)c1)S(=O)(=O)c1ccc(Cl)cc1)NCc1ccccn1	-3.4	-3.6	-6.5	23.0	-0.3	-7.7	9.1	-1.4	29.5
CCCN(C(=O)COC(=O)CSc1ccc([N+](=O)[O-])cc1)C1CCS(=O)(=O)C1 (stereo not given)	14.6	8.4	-14.8	-9.1	-1.8	-3.3	15.2	1.4	-10.8
Cc1noc(C)c1NC(=O)N(C)C[C@H]1Oc2ccc(NC(=O)NC3CCCCC3)cc2C(=O)N([C@H](C)CO)C[C@@H]1C	0.9	-7.8	-3.9	-6.8	0.9	-1.0	25.5	-4.1	-11.1
CC(=O)c1ccc(N(CC(=O)NCc2ccc3c(c2)OCO3)C(=O)c2csnn2)cc1	-4.9	-5.4	7.4	-5.2	2.1	-1.2	0.8	3.2	4.9
COc1ccccc1-c1c(C(F)(F)F)oc2cc(OS(C)(=O)=O)ccc2c1=O	-6.5	-24.4	-10.5	19.3	-1.2	-5.4	-16.1	-3.6	-1.5
Cc1ccc(-c2noc(CNS(=O)(=O)c3ccccc3)n2)cc1	1.1	-1.5	4.3	28.1	2.8	10.5	-21.6	3.5	-7.7
COc1ccc(/C=C(/C(=O)N2CCCCC2C(=O)O)c2ccc(OC)c(OC)c2)cc1 (stereo not given)	5.6	-0.6	0.3	22.8	0.4	-2.1	-15.1	1.3	-6.2
CC1CCC2C(=O)N(c3ccc(S(=O)(=O)c4ccccc4)cc3)C(=O)C2C1 (stereo not given)	-6.0	-8.9	-2.0	27.1	-2.9	1.4	10.9	-0.1	8.4
CCOc1ccc2c(c1)ncn2Cc1ccccc1	3.7	-0.9	-4.1	16.7	2.3	1.5	-4.2	1.8	11.9
COc1ccc(CNC(=O)CCNS(=O)(=O)c2ccc3c(c2)oc(=O)n3C)cc1	-3.2	-10.9	-6.3	-11.1	-1.6	-0.7	6.1	-4.5	15.2
CC(=O)Nc1ccc(N(C(=O)c2ccco2)C(C(=O)NC2CCCC2)c2ccc(N3CCOCC3)cc2)cc1 (stereo not given)	9.9	2.1	0.1	4.8	-1.6	-4.0	31.0	-1.2	14.6
O=C(COc1ccc2c(-c3ccccc3)cc(=O)oc2c1)NCC(O)c1ccccc1 (stereo not given)	-48.2	2.1	10.2	-12.8	0.7	0.9	17.9	2.2	6.5

One compound at a time (already shown). Values in the order: APJ antag	EBI2 antag	CXCR6 inh	tim23-1 inh	UPR CHOP act	APJ agonist	Mdm2 MdmX PPI	UPR XBP1 act	CCR6 antag
CC(=O)Nc1ccc(N(C(=O)c2ccco2)C(C(=O)NC2CCCC2)c2ccc(N3CCOCC3)cc2)cc1 (stereo not given) is listed as 9.9	2.1	0.1	4.8	-1.6	-4.0	31.0	-1.2	14.6
COc1ccc(/C=C(/C(=O)N2CCCCC2C(=O)O)c2ccc(OC)c(OC)c2)cc1 (stereo not given) is listed as 5.6	-0.6	0.3	22.8	0.4	-2.1	-15.1	1.3	-6.2

Continued:
SMILES	APJ antag	EBI2 antag	CXCR6 inh	tim23-1 inh	UPR CHOP act	APJ agonist	Mdm2 MdmX PPI	UPR XBP1 act	CCR6 antag
O=C(COc1ccc2ccccc2c1)NNC(=O)Cc1cccc2ccccc12	-3.9	24.8	-4.3	-9.2	5.1	-1.3	15.4	-3.3	-5.6
COc1ccc(NC(=O)C(c2ccc(OC)cc2)N(Cc2ccco2)C(=O)CC2NC(=O)NC2=O)cc1 (stereo not given)	-22.0	6.3	-11.2	15.5	1.8	1.5	5.6	-0.9	-0.4
CCOC(=O)C1CCCN(C2=NC(=O)/C(=C/c3ccc(O)c(OC)c3)S2)C1 (stereo not given)	15.3	18.6	3.6	24.3	0.6	-7.2	14.9	1.7	11.6
Cc1ccc2c(c1)nc(NCCCO)n2C	6.8	7.7	1.7	18.2	-1.9	-2.2	-2.8	-0.2	10.6

An excerpt; count on the stated rates, not on these rows.
